OX1R antag-1: OX1R (HCRTR1) antagonists, primary screen, fluorescence, CHO/OX1R cells, Fluo-8 calcium, orexin A. Orexin/Hypocretin receptor type 1 (Homo sapiens), O43613. Fluo-8 calcium fluorescence. inhibition, % at 5 µM. 0.43% of 330,000 active. AID 434989, 2010;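 active = inhibition above its plate's threshold, mean inhibition of all tested compounds on the plate plus 3 SD, cut at about 37% in these data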;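 also: 0% = orexin A challenge wells and 100% = SB-334867-A antagonist wells; not every result past the cut was called active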
Target sequence (O43613 whole entry, looked up): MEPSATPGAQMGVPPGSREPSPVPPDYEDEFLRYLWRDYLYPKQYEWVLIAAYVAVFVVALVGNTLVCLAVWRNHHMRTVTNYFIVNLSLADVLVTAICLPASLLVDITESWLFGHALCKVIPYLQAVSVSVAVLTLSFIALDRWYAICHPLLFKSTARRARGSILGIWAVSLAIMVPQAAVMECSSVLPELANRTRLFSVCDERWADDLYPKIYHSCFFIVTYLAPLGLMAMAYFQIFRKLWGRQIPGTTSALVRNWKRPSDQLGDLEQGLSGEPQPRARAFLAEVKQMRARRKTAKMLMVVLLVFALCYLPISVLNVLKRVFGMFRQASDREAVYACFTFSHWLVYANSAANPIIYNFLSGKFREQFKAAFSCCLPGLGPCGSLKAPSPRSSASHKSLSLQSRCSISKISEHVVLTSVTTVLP
STK33 inh: inhibitors of purified STK33 kinase, primary screen, biochemical, ADP-Glo luminescence, homogeneous, cell-free; Serine/threonine-protein kinase 33 (Homo sapiens), Q9BYT3; AID 2661, 2010; inhibition, % at 10 µM; MBP phosphorylation; 0.073% of 320,000 active;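 active = inhibition at or above 25%, using the most active replicate where run in duplicate; inactive = inhibition below 25%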
Target sequence (Q9BYT3 whole entry, looked up): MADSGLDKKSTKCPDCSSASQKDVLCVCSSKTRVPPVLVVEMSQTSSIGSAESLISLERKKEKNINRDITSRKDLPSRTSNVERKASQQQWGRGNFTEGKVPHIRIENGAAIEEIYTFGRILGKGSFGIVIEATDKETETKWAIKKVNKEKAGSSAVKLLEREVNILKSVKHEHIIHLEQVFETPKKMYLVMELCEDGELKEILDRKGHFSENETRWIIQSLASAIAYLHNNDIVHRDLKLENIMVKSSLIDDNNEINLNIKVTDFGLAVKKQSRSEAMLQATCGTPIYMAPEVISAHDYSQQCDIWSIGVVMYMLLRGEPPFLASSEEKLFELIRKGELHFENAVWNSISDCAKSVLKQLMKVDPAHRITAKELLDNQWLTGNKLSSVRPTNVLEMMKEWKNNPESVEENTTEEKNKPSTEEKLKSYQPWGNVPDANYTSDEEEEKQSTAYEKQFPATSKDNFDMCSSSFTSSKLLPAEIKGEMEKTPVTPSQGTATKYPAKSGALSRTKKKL
OX1R antag-2: antagonists of human orexin 1 receptor (OX1R); OX1R-expressing cells, FRET antagonist read-out; AID 485270, 2010; 1.8% of 330,000 active; inhibition, % at 6.6 µM; Orexin/Hypocretin receptor type 1 (Homo sapiens), O43613; in the data active = inhibition mostly above about 38%, no sharp cut-off; inactive = mostly below about 40%;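 also: 0% = agonist challenge alone and 100% = reference antagonist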
Numbers without * were called inactive; x = not tested or not shown. Compounds were not picked by outcome; 2.2% or so of the library scored in one or more.

SMILES	OX1R antag-1	STK33 inh	OX1R antag-2
Cc1ccc(NC(=O)CS(=O)Cc2nc(-c3ccc(C)cc3)oc2C)cc1 (stereo not given)	-30	-0.7	10
CCc1ccc(/C=C(/C#N)C(N)=S)s1	-8	0.8	9
O=C(c1ccc([N+](=O)[O-])s1)N1CCN(c2ccccc2)CC1	-17	-1.3	54*
CCC1=NN(C(=O)COc2ccccc2C)C(O)(c2ccncc2)C1 (stereo not given)	-2	-1.6	3
Cc1[nH]n(-c2ccccc2)c(=O)c1C(c1ccccc1C(=O)O)c1c(C)[nH]n(-c2ccccc2)c1=O	-13	-0.1	35
COC(=O)c1ccc(C)c(-n2c(C)cc(C=O)c2C)c1	-3	-0.2	2
Cc1cc(C)c(NC(=O)CN(C2CCCCC2)C2CCCCC2)c(C)c1	-17	-0.5	1
CC(=O)Nc1nc2ccccc2n1Cc1ccc(C)cc1	-9	-0.8	18
Cc1cc(C(=O)OCC(=O)Nc2ccccc2C)c(C)o1	-9	-0.6	5
CC(=O)Nc1ccc(Oc2nc(C(F)(F)F)nc3ccccc23)cc1	-20	-1.9	2
CN1CCC(OC(=O)COc2ccc(Br)cc2)CC1	-7	0.5	13
COC(c1ccccc1)c1nnc(CCC(=O)NCCCc2ccccc2)o1 (stereo not given)	-11	-0.7	18
C=CC(=O)NCc1ccc(-c2csnn2)cc1	-6	1.0	6
Brc1cccc(-c2nnc(-c3ccccc3)o2)c1	-21	0.0	22
Cc1nc(N2CCOCC2)c(C#N)c2c1COC(C)(C)C2	-7	-0.3	14
CCOc1ccc(NCC(=O)Nc2ccc(Cl)cc2C)cc1	-40	5.6	16
Cc1ccc(-c2cc(C(=O)NCc3cnn(C)c3)c3cc(Br)ccc3n2)cc1	-17	-2.7	16
CNC(=S)N(Cc1ccc(OC)cc1)C1CC(=O)N(c2ccc(C(=O)OC)cc2)C1=O (stereo not given)	-23	-0.5	20
CCn1c(C)nc2cc(S(=O)(=O)N3CCCCC3)ccc21	-18	2.0	16
Cc1c(NC(=O)CSCc2ccco2)c(=O)n(-c2ccccc2)n1C	0	-0.8	19
C/C(=N\Nc1ccc(C(=O)O)cc1)c1ccc(Br)cc1	12	-3.7	22
O=C(NCc1ccc(F)cc1)c1cnc(Cl)c(Cl)c1	-21	-1.7	2
Cc1ccc2nc(SCC(=O)c3ccc(O)cc3O)[nH]c2c1	3	-0.6	81*
NC(=O)c1ccsc1NC(=O)c1ccco1	-14	1.4	4
O=C(/C=C/c1ccc(Cl)cc1)NCCSc1ccccc1	-16	-0.3	21
Cc1c(Cl)c([N+](=O)[O-])nn1CCCC(=O)O	-7	-2.2	25
COc1ccc(CCNC(=O)/C(C#N)=C/c2cccc(OCc3ccccc3)c2)cc1OC	-12	x	12
C[C@H](CO)N1C[C@H](C)[C@@H](CN(C)C(=O)Nc2ccc(C(F)(F)F)cc2)Oc2ccc(NC(=O)C3CCCCC3)cc2C1=O	-19	0.9	3
NS(=O)(=O)c1ccc(CCNC(=O)CSc2nc3ccsc3c(=O)n2CCCCC(=O)O)cc1	-6	x	7
CN1CCN(NC(=O)c2ccc(Cl)c([N+](=O)[O-])c2)CC1	-8	-0.8	43
Cc1ccc(/C=C2\SC(=S)N(CCC(=O)NNC(=O)c3ccccc3O)C2=O)cc1	-4	-0.6	4
COc1ccc(NC(=S)N(Cc2ccccn2)Cc2ccccc2Cl)cc1	-33	-0.4	24
CC[C@]12c3[nH]c4ccc(Cl)cc4c3CCN1C(=O)[C@@H](CC(=O)NCc1ccco1)C[C@@H]2C(=O)N1CCN(C(=O)C2CC2)CC1	-17	x	5
Fc1ccc(-c2cc(C(F)(F)F)n3ncnc3n2)cc1	-19	-2.3	23
COCCCNC(=O)c1ccc(CS(=O)(=O)Cc2cccc(C)c2)o1	-13	-1.5	13
Cc1ccc(O)c(-n2nc3ccccc3n2)c1	-24	-0.4	4
N#CC1=C(N)NC(SCc2ccc(Cl)cc2)=C(C#N)C12CCCCC2	54*	-0.1	25
O=C(COc1cccc2c1CCN(Cc1ccc(Br)cc1)C2=O)N1CCOCC1	-33	-0.4	7
CCOC(=O)N1CCN(C(=O)COc2ccc3c(c2)C(=O)CC(C)(C)O3)CC1	-10	0.2	3
C[C@@H]1CN([C@@H](C)CO)C(=O)c2cccc(NS(C)(=O)=O)c2O[C@H]1CN(C)Cc1ccc(Oc2ccccc2)cc1	3	0.8	12
CC(=O)NC1CC2CCCC(C1)N2CC(=O)N1CCCc2ccccc21 (stereo not given)	-10	x	19
CN(C(=O)CSc1ncccn1)C1CCS(=O)(=O)C1 (stereo not given)	7	0.1	16
Cc1ccc(S(=O)(=O)N2CCCC2)cc1S(=O)(=O)N1CCCC1	-26	0.6	13
CN1CCC(Oc2ccccc2Sc2ccccc2)CC1	-17	-1.7	11
COC(=O)Nc1ccc(SCC(=O)c2ccc(Cl)cc2)cc1	-28	-0.7	12
CC(OC(=O)c1ccc(Cl)nc1)C(=O)Nc1ccc(S(=O)(=O)N2CCCC2)cc1 (stereo not given)	-14	-3.4	20
C=CCN1C(=O)/C(=c2\sc3nc(=O)c(Cc4ccccc4)nn3c2=O)c2ccccc21	1	0.3	11
CCOc1ccccc1NC(=O)Cn1c(=O)c2ccccc2n(CC)c1=O	-24	-0.2	8

Copied from the listing, seven compounds:
SMILES	OX1R antag-1	STK33 inh	OX1R antag-2
N#CC1=C(N)NC(SCc2ccc(Cl)cc2)=C(C#N)C12CCCCC2	54*	-0.1	25
O=C(COc1cccc2c1CCN(Cc1ccc(Br)cc1)C2=O)N1CCOCC1	-33	-0.4	7
CCOC(=O)N1CCN(C(=O)COc2ccc3c(c2)C(=O)CC(C)(C)O3)CC1	-10	0.2	3
C[C@@H]1CN([C@@H](C)CO)C(=O)c2cccc(NS(C)(=O)=O)c2O[C@H]1CN(C)Cc1ccc(Oc2ccccc2)cc1	3	0.8	12
CC(=O)NC1CC2CCCC(C1)N2CC(=O)N1CCCc2ccccc21 (stereo not given)	-10	x	19
CN(C(=O)CSc1ncccn1)C1CCS(=O)(=O)C1 (stereo not given)	7	0.1	16
Cc1ccc(S(=O)(=O)N2CCCC2)cc1S(=O)(=O)N1CCCC1	-26	0.6	13

Later entries.
SMILES	OX1R antag-1	STK33 inh	OX1R antag-2
COc1cc(NC(=O)CCCn2c(=S)[nH]c3ccccc3c2=O)cc(OC)c1OC	-30	-0.7	26
CCOc1ccc2nc(SCC(=O)N(CC(C)C)c3c(N)n(Cc4ccccc4)c(=O)[nH]c3=O)[nH]c2c1	-49	-1.2	19
CCCN(CC(=O)Nc1ccccc1C)C(=O)C1CC(=O)N(c2ccc(CC)cc2)C1 (stereo not given)	-22	-0.4	0
CC1CCCC(C)N1C(=O)COC(=O)c1ccc(Br)c(S(=O)(=O)N2CCOCC2)c1 (stereo not given)	5	0.5	9
COc1cccc(C(=O)Cn2c(=N)n(C)c3ccccc32)c1	-30	0.2	32
NCCCC[C@H](NC(=O)C1CCNCC1)c1nnc([C@@H](N)Cc2ccc(O)cc2)o1	7	-1.1	7
O=C(Nc1ccc(N2C(=O)C3C4C=CC(C4)C3C2=O)cc1)Nc1nnc(C(F)(F)F)s1 (stereo not given)	-12	2.1	6
COc1ccccc1-n1cnnc1SCC(=O)Nc1ccccc1	-16	0.8	10
CN(CC(=O)Nc1ccc(F)cc1)C(=O)CSc1nc2ncc(Cl)cc2[nH]1	-8	2.2	17
Cc1ccc2c(c1)c1nnc(SCC(=O)N3CCN(c4ccc(F)cc4)CC3)nc1n2CC(=O)O	-23	-3.0	47
CC(=O)Oc1ccc(C2=NN(c3ccccc3)C(c3ccccc3)C2)cc1 (stereo not given)	-23	-1.0	5
CCc1cccc(C)c1N(C(=O)Cn1c(COC)nc2ccccc21)C(C)COC (stereo not given)	-32	0.7	16
O=C(Cc1ccccc1)NCCS(=O)(=O)N1CCN(c2ccccc2)CC1	-7	-0.7	3
COc1ccc(CC2c3cc(OC)c(OC)cc3CC[N+]2(C)CCC(=O)OCCCCCOC(=O)CC[N+]2(C)CCc3cc(OC)c(OC)cc3C2Cc2ccc(OC)c(OC)c2)cc1OC (stereo not given)	-4	-1.4	12
O=C(N/N=C1\CCCc2ccccc21)c1cccc(Br)c1	-19	0.3	-8
CC(C)=CCN1CCN(Cc2cc3ccccc3[nH]2)CC1CCO (stereo not given)	-11	-0.9	7
CC(=O)Nc1ccc(NC(=O)C2CC(=O)N(c3cccc(C)c3C)C2)cc1 (stereo not given)	3	0.4	15
OCCCNC(=S)Nc1ccc(Br)cc1Cl	-5	-0.5	6
O=C1c2cccnc2C(=O)N1Cc1ccc(S(=O)(=O)NCc2ccco2)cc1	-3	-0.2	11
COc1cccc(S(=O)(=O)Nc2ccc(C(=O)NCc3ccco3)cc2)c1	2	1.8	7
NC1=NC(c2ccccc2C(F)(F)F)N(c2ccc(F)c(Cl)c2)C(N)=N1 (stereo not given)	-18	-0.7	-1
O=C(Cc1ccccc1)NNC(=O)c1cnccn1	5	-0.4	3
Cc1csc(NC(=O)CSc2[nH]c(=O)ncc2C)n1	-8	-1.1	11
Cc1ccc(C(=O)NC(=S)N(C)Cc2ccccc2)cc1	-13	0.5	27
CN(C)S(=O)(=O)c1ccc(S(=O)(=O)Nc2ccc3c(c2)oc2ccccc23)cc1	-4	-0.9	5
COc1cccc(CNC(=O)CCNC(=O)C2CCN(S(=O)(=O)c3ccccc3)CC2)c1	0	-1.6	8
Cc1c2ccccc2nc2c(F)c(NCCO)c(F)c(F)c12	15	x	21
COCCCNC(=O)CSc1nc2cc(S(=O)(=O)N3CCCCC3)ccc2o1	-15	0.7	24
COc1ccc(Cn2c(-c3ccc(OC)c(O)c3)nc3ccccc32)cc1O	-32	-1.7	12
Cc1ccccc1Nc1nc(N)nc(COC(=O)c2ccco2)n1	-4	-0.3	6
Cc1n[nH]c(=O)nc1NC1CCCCC1	-4	0.5	18
Cc1cc(NC(=O)CSc2n[nH]c(N)n2)no1	-4	0.1	20
COc1ccc(CNS(=O)(=O)NCc2ccc(OC)c(OC)c2)cc1	-14	-1.0	9
NC(=O)c1ccc(SCC(=O)OCC(=O)N2CCCC2=O)c([N+](=O)[O-])c1	-8	-0.3	67*
Cc1cccc(C)c1NC(=O)CNC(=O)CCCN1C(=O)c2cccc3cccc(c23)C1=O	-34	1.2	18
FC(F)Sc1ccc(NC(=S)NC(c2ccccc2)c2ccccc2)cc1	23	-0.8	41*
CCOC(=O)C1CCN(C(=O)CSc2ccccc2Cl)CC1	-25	-0.5	11
Nc1cc2c([N+](=O)[O-])cccc2o1	3	1.3	22
Cc1ccc(C2Nc3ccccc3-c3nc4ccccc4n32)o1 (stereo not given)	-23	18	11
Cc1cccc(S(=O)(=O)c2c(C)cc(C)[nH]c2=O)c1	5	1.3	-3
c1ccc(CCn2c(C3CC3)nc3ccccc32)cc1	-13	0.1	13
O=C(COc1ccc2ccc(=O)oc2c1)NC(Cc1ccc(Cl)cc1)C(=O)O (stereo not given)	-5	-0.6	15
CNc1nc(CCN2C(=O)c3ccccc3C2=O)cs1	-14	-0.8	7
CCN1CCN(C(=O)CSc2ccc(C)cc2)CC1	-15	-1.4	-8
CCCc1c(C)c2cccc(C)c2[nH]c1=O	-33	0.4	9
CC(C)c1onc(C(=O)Nc2sc3c(c2C#N)CCC3)c1[N+](=O)[O-]	2	-1.0	8
COc1cccc(-n2c([S-])c(C(=O)Nc3ccc(C(F)(F)F)cc3)[n+]3ccccc23)c1	-29	1.1	15
COc1ccc(C(C)=O)cc1COC(=O)c1ccc2c(c1)OCCO2	-25	0.9	14
COc1ccc(CN(C(=O)c2ccco2)C2CCS(=O)(=O)C2)cc1 (stereo not given)	-19	-1.3	33
CC1CCc2nc3ccc(S(=O)(=O)N4CCC(C(=O)N5CCCCC5)CC4)cc3c(C(=O)O)c2C1 (stereo not given)	0	-0.1	7
CCC1CCCCN1CCCNC(=O)c1c(O)nc2ccccn2c1=O (stereo not given)	-11	-0.2	17
C#CCSc1nncn1C(=O)/C=C/c1ccccc1	-10	-1.2	-2
CCOCCNC(=O)c1ccccc1C(=O)NCCOCC	-1	-2.0	3
Cc1c(NC(=S)NC(=O)c2ccccc2Br)c(=O)n(-c2ccccc2)n1C	-14	-0.7	-4
C=CCSc1nnc2n(CCc3ccccc3)c(=O)c3c4c(sc3n12)COC(C)(C)C4	-16	1.7	27
CCCCOc1ccc(C(=O)NN2CCOCC2)cc1	-7	-0.5	4
N#C/C(=C/c1ccc(N2CCOCC2)o1)c1ccc(Br)cc1	-7	-0.7	13
CC(=O)N1CC(C)Sc2ccc(S(=O)(=O)NCc3ccc(F)cc3)cc21 (stereo not given)	-14	-1.6	19
O=C(O)CCC(=O)OCCCc1cc2ccccc2c(=O)o1	12	-0.3	21
O=C(CCNC(=O)C1CCN(S(=O)(=O)c2ccc(F)cc2)CC1)Nc1ccccc1	-7	-0.6	4
CC(=O)Nc1ccc(NC(=O)CCS(=O)(=O)c2ccc3c(c2)oc(=O)n3C)cc1	-6	-0.1	-7
CN(C)S(=O)(=O)c1ccc2c(c1)nc(CCC(=O)Nc1ccc(N3CCOCC3)cc1)n2C	-18	-0.2	34
Cc1cc(C(=O)OCC(=O)c2cccc([N+](=O)[O-])c2)c2ccccc2n1	-21	0.3	30

Source: PubChem (several laboratories)
